Bioassay records from PubChem.
ASK1 inh: ASK1 kinase inhibitors, primary screen, biochemical, AlphaScreen; Mitogen-activated protein kinase kinase kinase 5 (Homo sapiens), Q99683; AlphaScreen MKK6 phosphorylation by ASK1, luminescence; inhibition, % at 7.44 µM; hit rate 0.99% among 22,000; in the data active means inhibition above about 35%;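 further: 0% = median of compound wells and 100% = no enzyme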
ULK1 primary: ULK1 kinase inhibitors, primary screen, biochemical, AlphaScreen; inhibition, % at 5.96 µM; Serine/threonine-protein kinase ULK1 (Homo sapiens), O75385; hit rate 1.9% among 30,000; AlphaScreen Atg13 phosphorylation by ULK1, luminescence; in the data active means inhibition above about 43%;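 further: 0% = median of compound wells and 100% = no enzyme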
Target sequence (O75385 whole entry, looked up): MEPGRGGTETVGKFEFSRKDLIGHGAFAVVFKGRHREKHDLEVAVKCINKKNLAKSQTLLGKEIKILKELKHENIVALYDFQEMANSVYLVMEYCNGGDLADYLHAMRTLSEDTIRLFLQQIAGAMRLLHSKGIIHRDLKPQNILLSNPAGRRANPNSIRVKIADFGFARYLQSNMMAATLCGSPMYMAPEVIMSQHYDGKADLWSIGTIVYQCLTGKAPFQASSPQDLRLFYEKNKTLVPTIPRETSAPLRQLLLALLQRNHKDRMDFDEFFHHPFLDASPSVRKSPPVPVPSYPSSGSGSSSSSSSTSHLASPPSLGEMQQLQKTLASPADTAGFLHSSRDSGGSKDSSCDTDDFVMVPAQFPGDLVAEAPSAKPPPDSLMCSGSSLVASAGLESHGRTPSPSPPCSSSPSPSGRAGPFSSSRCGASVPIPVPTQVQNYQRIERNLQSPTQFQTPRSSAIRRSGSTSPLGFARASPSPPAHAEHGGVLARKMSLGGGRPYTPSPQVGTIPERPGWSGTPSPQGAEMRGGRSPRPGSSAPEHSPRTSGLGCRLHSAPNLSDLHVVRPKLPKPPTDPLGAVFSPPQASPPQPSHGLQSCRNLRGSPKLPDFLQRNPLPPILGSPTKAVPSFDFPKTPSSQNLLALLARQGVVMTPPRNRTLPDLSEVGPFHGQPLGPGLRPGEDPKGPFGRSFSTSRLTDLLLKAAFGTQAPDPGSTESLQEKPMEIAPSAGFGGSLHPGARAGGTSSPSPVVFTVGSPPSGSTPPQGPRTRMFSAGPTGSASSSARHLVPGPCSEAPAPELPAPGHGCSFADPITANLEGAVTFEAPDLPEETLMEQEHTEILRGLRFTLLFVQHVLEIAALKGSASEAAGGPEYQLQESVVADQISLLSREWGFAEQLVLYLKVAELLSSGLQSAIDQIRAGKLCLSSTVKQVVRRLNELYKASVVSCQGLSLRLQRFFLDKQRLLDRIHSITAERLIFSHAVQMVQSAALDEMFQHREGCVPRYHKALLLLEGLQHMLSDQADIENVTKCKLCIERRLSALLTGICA
* marks the source's active call; other numbers are inactive results; / = not tested or not shown.

The first 15 compounds as a preview:
SMILES	ASK1 inh	ULK1 primary
CC(=O)[C@H]1CC[C@H]2[C@@H]3CCC4=CC(=O)CC[C@]4(C)[C@H]3CC[C@]12C	/	-10
Cc1cc(Nc2ccccc2)nc(Nc2ccncn2)n1	7	0
Cc1ccc(S(=O)(=O)N2C[C@H](O)C[C@@H]2C(=O)Nc2ccc3[nH]ncc3c2)cc1	2	-1
Cc1cccc(CC(=O)Nc2cnn(-c3cccc(C(=O)Nc4cc(C)ccn4)c3)c2)c1	-31	-14
O=C1CCCN1CCn1cnc2c(NCc3nc4ccccc4[nH]3)nc(N3CCCC3CO)nc21 (stereo unspecified)	-2	2
c1cnc(Nc2nc(NCc3cccnc3)c3ncn(C4CCCCC4)c3n2)nc1	6	7
Cc1cccc(NC(=O)Cc2cccs2)c1N1CCC2(CC1)OCCO2	-5	-3
CCNc1nc(Nc2ccc3c(c2)OCO3)c2ncn(-c3ccccc3)c2n1	19	9
CC(=O)c1cccc(-c2nc3c(NCc4nc5ccccc5[nH]4)ncnc3n2C(C)C)c1	-1	-5
CCN(CC)c1nc(NCc2cccc(C(F)(F)F)c2)nc(Nc2cc(OC)c(OC)c(OC)c2)n1	-6	-23
CC(=O)Nc1ccc(-c2ccncc2)cc1NC(=O)[C@H](N)Cc1cccc(F)c1	10	24
Cn1c(Nc2ncc(C(=O)NCCN3CCOCC3)s2)nc2ccccc21	-6	-3
O=C(NCCOc1ccccc1)c1ccc2nc(-c3csc4ccccc34)sc2c1	-13	2
C=CCn1c(C)c(/C=C(/C#N)C(=O)NC(C)C)c2ccccc21	/	1
CC(C)n1c(-c2ccc(C(N)=O)cc2)nc2c(NCCCN3CCCC3=O)ncnc21	13	8

The whole of this part, from the first entry:
SMILES	ASK1 inh	ULK1 primary
CC(=O)[C@H]1CC[C@H]2[C@@H]3CCC4=CC(=O)CC[C@]4(C)[C@H]3CC[C@]12C	/	-10
Cc1cc(Nc2ccccc2)nc(Nc2ccncn2)n1	7	0
Cc1ccc(S(=O)(=O)N2C[C@H](O)C[C@@H]2C(=O)Nc2ccc3[nH]ncc3c2)cc1	2	-1
Cc1cccc(CC(=O)Nc2cnn(-c3cccc(C(=O)Nc4cc(C)ccn4)c3)c2)c1	-31	-14
O=C1CCCN1CCn1cnc2c(NCc3nc4ccccc4[nH]3)nc(N3CCCC3CO)nc21 (stereo unspecified)	-2	2
c1cnc(Nc2nc(NCc3cccnc3)c3ncn(C4CCCCC4)c3n2)nc1	6	7
Cc1cccc(NC(=O)Cc2cccs2)c1N1CCC2(CC1)OCCO2	-5	-3
CCNc1nc(Nc2ccc3c(c2)OCO3)c2ncn(-c3ccccc3)c2n1	19	9
CC(=O)c1cccc(-c2nc3c(NCc4nc5ccccc5[nH]4)ncnc3n2C(C)C)c1	-1	-5
CCN(CC)c1nc(NCc2cccc(C(F)(F)F)c2)nc(Nc2cc(OC)c(OC)c(OC)c2)n1	-6	-23
CC(=O)Nc1ccc(-c2ccncc2)cc1NC(=O)[C@H](N)Cc1cccc(F)c1	10	24
Cn1c(Nc2ncc(C(=O)NCCN3CCOCC3)s2)nc2ccccc21	-6	-3
O=C(NCCOc1ccccc1)c1ccc2nc(-c3csc4ccccc34)sc2c1	-13	2
C=CCn1c(C)c(/C=C(/C#N)C(=O)NC(C)C)c2ccccc21	/	1
CC(C)n1c(-c2ccc(C(N)=O)cc2)nc2c(NCCCN3CCCC3=O)ncnc21	13	8
COc1ccc(-c2nc(Nc3ccccc3)c3cc(OC)c(OC)cc3n2)cn1	-3	-31
COc1cccc(CN(CCN(C)C)C(=O)Nc2ccc(-c3cn[nH]c3)cc2)c1	3	0
C/C(=N\Nc1nc(-c2ccccc2)cc(=O)[nH]1)c1ccc(F)cc1	/	1
CCNc1nc(NC2CCN(Cc3ccccc3)CC2)c2ncn(CCN3CCCC3=O)c2n1	5	0
CC(C)CCNC(=O)c1cn(C)c2c(=O)n(-c3ccccc3)c(=O)[nH]c12	/	9
CCN(CC)C(=O)C1CCCN(c2nc3ccc(C(=O)NCc4nc5ccccc5[nH]4)cc3s2)C1 (stereo unspecified)	-18	3
C#CCN(C)CCCOc1ccc(Cl)cc1Cl	/	-8
Cn1nccc1Nc1nc(NCCN2CCOCC2)c2ncn(CCN3CCCC3=O)c2n1	-15	20
Cc1cnc(N2CCC(N3CCOCC3)CC2)nc1Nc1ccc2c(c1)OCO2	3	26
c1ccc(CN2CCC(Nc3ccnc(N4CCN(Cc5ccc6c(c5)OCO6)CC4)n3)CC2)cc1	15	-6
Cc1ccccc1C(OCCN(C)C)c1ccccc1 (stereo unspecified)	/	6
O=C(CN(Cc1ccccc1F)S(=O)(=O)c1ccc(Cl)cc1)NCC1CCCO1 (stereo unspecified)	/	2
CCOC(=O)C(=O)NN(C(=O)Nc1ccccc1)c1ccccc1OC	/	-7
O=C(Nc1ccc(-c2cn[nH]c2)cc1)OCc1ccccc1	1	7
COc1ccc(CCNC(=O)c2cccc(Nc3ncccn3)n2)cc1	0	9
CN(C)C1CCN(c2cc(-c3cn[nH]c3)ccc2NC(=O)[C@](C)(O)c2ccc(Br)cc2)CC1	-9	-12
COc1nc(NCCCN2CCCC2=O)nc(-c2c(C)nn(C)c2C)n1	3	4
Cc1ccc(C)c(CSc2ncc(CO)n2CC(=O)NCc2ccc(Cl)cc2)c1	/	0
COc1cc(Nc2nc(Nc3ccc4c(c3)OCO4)c3ncn(-c4ccccc4)c3n2)cc(OC)c1OC	18	3
CCC(=O)c1ccc(O)cc1	/	2
Cc1ccccc1-c1cc(Nc2ccccc2C(N)=O)ccn1	-8	-9
CCCNC(=O)Cc1cn(-c2ccc(Nc3nccc4ccccc34)nn2)c2ccccc12	-1	0
O=C(Nc1nc(-c2ccncc2)cs1)C(O)c1ccc(C(F)(F)F)cc1 (stereo unspecified)	-3	-11
NC(=S)N=Nc1ccc(NN=C(N)N)cc1	/	-7
O=C(NCCN1CCOCC1)c1cccc(-n2ncc3c2CCC(Nc2ccccc2)C3)c1 (stereo unspecified)	11	-4
C=C(C)Cn1c(NN)nc2c1c(=O)[nH]c(=O)n2C	/	-4
COc1cc(Nc2nc(Nc3ccc(NC(C)=O)cc3)c3ncn(-c4ccccc4)c3n2)cc(OC)c1OC	30	-7
CC(C)n1cnc2c(NCc3cccc(C(F)(F)F)c3)nc(-c3ccc(N4CCN(C)CC4)cc3)nc21	14	-4
CCOC(=O)c1ccc(NC(=O)COc2cccc3ccc(N4CCCC4)nc23)cc1	/	-2
COc1cc(Nc2nc(-c3ccccc3)nc3c2ncn3C2CCCCC2)cc(OC)c1OC	-5	15
Cn1c(-c2cccc([N+](=O)[O-])c2)cnc1NCc1ccc(F)cc1	/	0
CCN(CC)c1nc(Nc2ccc(N3CCOCC3)cc2)nc(N2CCc3ccccc3C2)n1	29	-4
O=C1C(c2[nH]c3ccc(S(=O)(=O)O)cc3c2O)=Nc2ccc(S(=O)(=O)O)cc21	/	-1
CC(C)n1cnc2c(NC3CCN(Cc4ccccc4)CC3)nc(-c3ccc(C(=O)NC4CC4)cc3)nc21	-19	4
COc1cc(Nc2ncc(C(=O)NCc3cccc(C(F)(F)F)c3)s2)cc(OC)c1OC	8	8
O=C(NCc1nc(-c2ccncc2)no1)c1ccccc1	0	1
c1ccc(OCCNc2nc(-c3csc4ccccc34)nc3c2ncn3-c2ccsc2)cc1	-1	7
O=C(Cc1cn(-c2ccc(Nc3ccncn3)nn2)c2ccccc12)NCc1ccccc1	1	27
O=C(C(O)c1ccc(C(F)(F)F)cc1)N1CCCN(S(=O)(=O)c2cccc3cnccc23)CC1 (stereo unspecified)	-3	-5
CCOC(=O)N1CCN(C(c2cccc(Cl)c2)c2c(O)cc(C)n(CCOC)c2=O)CC1 (stereo unspecified)	/	8
CNC(=O)CCC(=O)Nc1ccc(C)cc1	/	0
CCCCN1C(=O)c2cccc3c([N+](=O)[O-])ccc(c23)C1=O	/	17
COc1ccc(-c2c(F)ccc3cnc(Nc4ccc(-n5cnc(N6CCOCC6)n5)cc4)nc23)cc1F	14	33
Cc1ccc(C(=O)Nc2nc3c(s2)CN(C)CC3)cc1	/	-6
COc1ccc(-c2nc(Nc3ccccc3)c3[nH]cnc3n2)cn1	1	-43
(cont.)
SMILES	ASK1 inh	ULK1 primary
Nc1ccc(NC(=O)c2ccncc2)cc1	/	8
Cc1noc(C)c1-c1ncc(C(=O)Nc2ccccc2)s1	2	9
CCN(CC)C(=O)C1CCCN(c2nc(Nc3ccccc3)c3[nH]cnc3n2)C1 (stereo unspecified)	7	-4
N#CC1(C#N)C(c2cccnc2)C(C(=O)c2ccccc2)N2c3ccccc3C=CC21 (stereo unspecified)	/	3
CN(C)C(=O)c1cccn(Cc2ccc(Cl)cc2)c1=O	/	4
O=C(Nc1ccccc1)c1ccnc(N2CCN(Cc3ccc4c(c3)OCO4)CC2)c1	19	12
O=C(NC1CC1)c1cc(N2CCCC2CO)nc2ccccc12 (stereo unspecified)	-9	4
Nc1nc(Nc2ccncn2)nc2nc[nH]c12	9	40
COc1ccc(CCNC(=O)c2csc(Nc3cccnc3)n2)cc1	3	-5
Nc1nc(NCCc2ccc(O)cc2)cc(-c2csc3ccccc23)n1	6	-30
COc1cc(NC(=O)c2csc(-c3ccc(C(N)=O)cc3)n2)cc(OC)c1OC	-1	-6
Nc1ccnc(-c2ccc(C(=O)NC3CC3)cc2)n1	-6	8
COc1ccc(OCC(=O)N/N=C/c2ccncc2)c(I)c1	/	-1
CCOC(=O)C1CCN(c2ccnc(Nc3ccc(-n4cnc(C)n4)cc3)n2)CC1	-16	13
O=C(NCc1nc2ccccc2[nH]1)c1cncc(-c2cccs2)c1	-4	-27
COc1ncc(-c2ccc3[nH]ncc3c2)cc1C(=O)NCC(O)c1ccc(Cl)cc1 (stereo unspecified)	1	-13
Cc1cnc(-c2ccc(C(=O)N3CCN(C)CC3)cc2)nc1Nc1ccccc1	-10	5
c1ccc(Nc2nc(NCc3nc4ccccc4[nH]3)c3[nH]cnc3n2)nc1	-6	3
c1ccc2[nH]c(CNc3nc(Nc4ccncc4)nc4c3ncn4-c3ccsc3)nc2c1	18	49*
CCCNC(=O)c1ccc2nc(-c3ccccc3)sc2c1	-1	3
CC(=O)Nc1cccc2ncc(-c3ccc4c(c3)OCO4)cc12	4	-18
Cn1c(Nc2cccc(C(=O)NC3CC3)c2)nc2ccccc21	2	-6
O=C(NC1CC1)c1ccnc(Nc2ccncn2)c1	2	4
CN(C)CCSc1cc(-c2cn[nH]c2)ccc1NC(=O)[C@H]1CCCCN1	-11	-2
O=C(Nc1ccccc1)OCC(CN1CCCCC1)OC(=O)Nc1ccccc1 (stereo unspecified)	/	3
COc1ccc(CC(=O)Nc2cc(Nc3ccccc3C(N)=O)ccn2)cc1	-28	-1
COc1ccc(CCNc2ccnc(Nc3ccncn3)n2)cc1	2	-2
COc1cc2nc(N3CCCC3CO)nc(NCc3cccc(C(F)(F)F)c3)c2cc1OC (stereo unspecified)	-7	-5
CC1(C)CC1C(N)=O (stereo unspecified)	/	6
CCN(CC)C(=O)C1CCCN(c2nc(NCCO)c3cc(OC)c(OC)cc3n2)C1 (stereo unspecified)	-2	1
CC(C)n1cnc2c(NC3CCN(Cc4ccccc4)CC3)nc(Nc3ccc4ncccc4c3)nc21	3	-4
O=C(NNC(=O)C12CC3CC(CC(C3)C1)C2)c1cccc(O)c1	/	-11
COc1cc(Nc2nc3ncnc(NCCc4ccc(O)cc4)c3[nH]2)cc(OC)c1OC	16	-12
COc1ccc(-c2nc3ccc(C(=O)NC4CC4)cc3s2)cn1	-6	-13
Cc1ccsc1C(=O)NCc1nc(-c2ccncc2)n[nH]1	3	2
CC(C)N(CCNc1ccnc(Nc2ccc(-n3ccnc3)cc2)n1)C(C)C	-24	0
O=P(O)(O)OCC(O)CO (stereo unspecified)	/	-5
Cc1cc2nc3ccc(=[N+](C)C)cc-3sc2cc1N	/	16
COc1cc(-c2cn[nH]c2)ccc1C(=O)NC(C)Cc1cccs1 (stereo unspecified)	-10	-5
CCOC(=O)c1ccc(NC(=O)COc2cccc3c2OC(C)(C)C3)cc1	/	-5

With a hit mark in ULK1 primary (from the list above):
SMILES	ASK1 inh	ULK1 primary
c1ccc2[nH]c(CNc3nc(Nc4ccncc4)nc4c3ncn4-c3ccsc3)nc2c1	18	49*

Additional records.
SMILES	ASK1 inh	ULK1 primary
CCCNC(=O)c1csc(Nc2nccc3ccccc23)n1	5	-2
COc1cc(Nc2nc(N3CCOCC3)nc3c2ncn3C(C)C)cc(OC)c1OC	14	18
CC(C)n1c(Nc2ccncc2)nc2c(NCc3ccccc3)ncnc21	-16	-10
O=C(O)c1ccc(NC2OCC(O)C(O)C2O)cc1 (stereo unspecified)	/	-3
Cn1cc(-c2ccccc2NC(=O)Cc2ccccc2)cn1	/	1
CCN(CC)C(=O)C1CCN(Cc2cccc(OC)c2O)CC1	/	-2
COc1ccc(CCNC(=O)c2cnc(N3CCN(c4ccccn4)CC3)s2)cc1	9	-1
O=C1CCCN1CCn1cnc2c(NCc3cccnc3)nc(N3CCC(N4CCOCC4)CC3)nc21	-23	-1
O=C(NCc1nc2ccccc2[nH]1)c1cnc(Br)s1	-18	4
CC(C)N(CCNc1nc(N2CCN(c3ccccn3)CC2)nc2c1ncn2Cc1ccc(C(F)(F)F)cc1)C(C)C	15	-21
OCCN1CCCC1	/	4
COc1cn(CC(=O)Nc2c(C)cc(C)cc2C)c(CN2CCN(c3ccccc3)CC2)cc1=O	/	1
Cc1cnc(Nc2cnccn2)nc1NC1CCN(Cc2ccccc2)CC1	8	1
O=C(NC1CC1)c1ccc(-c2cc(NCCCN3CCCC3=O)ncn2)cc1	-16	5
CN1CCN(C(=O)c2ccc(-c3nc(NCCc4ccc(O)cc4)c4ncn(-c5ccsc5)c4n3)cc2)CC1	0	-13
Cc1nn(C)c(C)c1-c1ccc(C(=O)NCc2cccc(C(F)(F)F)c2)s1	-21	-20
Cc1noc(C)c1-c1nc(C(=O)NCc2cccnc2)cs1	-2	11
COc1ccc(C(=O)c2oc3ccccc3c2NC(=O)c2ccncc2)cc1	/	1
O=C(Cc1ccc(Cl)cc1)NCc1nnnn1C1CCCCC1	/	-8
